# Bioassay records (PubChem)
# TCR CD3 inh = blocks the human TCR-CD3 interaction | inhibition, % at 9.4 µM | 360,000 compounds, 0.37% hits | AID 651800 | TAMRA-labeled TCR probe fluorescence, biochemical; in the data active = inhibition above about 19%;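 also: recombinant mutant TCR 2C K166C tagged with TAMRA read by polarization; 0% = receptor in buffer alone and 100% = receptor with positive control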
# HTRA1 inh = blocks human HTRA1 serine peptidase | recombinant HTRA1, FP-rhodamine activity-based probe, fluorescence polarization | inhibition, % at 5.96 µM | 340,000 compounds, 0.5% hits | AID 504803 | Q92743; in the data active = inhibition above about 36%;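 also: 0% = enzyme with DMSO and 100% = wells lacking enzyme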
# PG9 Ab binder = binds the HIV-1 gp120 antibody PG9; TR-FRET gp120-PG9 antibody binding; inhibition, % at 6.7 µM; 360,000 compounds, 0.43% hits; AID 624416; in the data active = inhibition above about 8.5%
# MBD2 DNA inh = MBD2-methylated oligo binding inhibition; Q9UBB5; TR-FRET, MBD2 binding to methylated oligonucleotide; inhibition, % at 4.4 µM; 370,000 compounds, 0.31% hits; in the data active = inhibition above about 13%
# ABHD4 inh = inhibitors of mouse ABHD4. AID 720543. Q8VD66. inhibition, % at 8.92 µM. 370,000 compounds, 0.54% hits. purified mABHD4, FP-Rh probe fluorescence polarization;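 active = inhibition exceeding the mean over every tested compound plus 3 SD, cut at about 30% in these data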;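 also: 0% = plate median of compound wells and 100% = S159A mutant with DMSO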
# Target sequence (Q8VD66 whole entry, looked up): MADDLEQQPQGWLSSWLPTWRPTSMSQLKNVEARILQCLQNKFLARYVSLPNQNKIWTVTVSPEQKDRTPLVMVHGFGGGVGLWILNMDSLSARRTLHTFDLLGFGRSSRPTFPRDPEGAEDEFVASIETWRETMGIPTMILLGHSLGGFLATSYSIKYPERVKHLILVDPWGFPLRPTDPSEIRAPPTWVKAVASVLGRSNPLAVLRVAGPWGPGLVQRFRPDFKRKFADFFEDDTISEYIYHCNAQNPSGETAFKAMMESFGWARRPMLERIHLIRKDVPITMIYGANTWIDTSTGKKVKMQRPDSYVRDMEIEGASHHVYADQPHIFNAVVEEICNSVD
#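 Assay system: mABHD4 protein; medium: HEPES pH 7.0, NaCl, Pluronic buffer; dosing: 8.92 µM, single dose; schedule: 45 min + 60 min at 25 °C; signal: FP readout, ex 525 nm / em 598 nm; read-out: normalized percent inhibition of probe labeling; repeats: single replicate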
# rCAG binder = r(CAG) repeat RNA binding | 370,000 compounds, 1.3% hits | TO-PRO-1 dye displacement fluorescence | AID 651821 | inhibition, % at 3 µM;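 active = inhibition above the plate cutoff, the mean of all test compounds on that plate plus 3 SD, cut at about 35% in these data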;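 also: 0% = DMSO alone and 100% = 100 µM mitoxantrone as full dye displacement; higher means more dye released from RNA so lower well fluorescence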
# NR1D1 modulator = modulates human Rev-erb alpha binding to DNA; Rev-erbα–FITC-DNA binding, fluorescence polarization, 90 min; activity, % at 10 µM; 370,000 compounds, 0.79% hits;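 active = activity above about 14%, limit read from the data; passing the limit was not always enough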;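 also: 0% = DMSO wells with 35 nM protein and 100% = DMSO wells with 750 nM protein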
# Target sequence (P20393 whole entry, looked up): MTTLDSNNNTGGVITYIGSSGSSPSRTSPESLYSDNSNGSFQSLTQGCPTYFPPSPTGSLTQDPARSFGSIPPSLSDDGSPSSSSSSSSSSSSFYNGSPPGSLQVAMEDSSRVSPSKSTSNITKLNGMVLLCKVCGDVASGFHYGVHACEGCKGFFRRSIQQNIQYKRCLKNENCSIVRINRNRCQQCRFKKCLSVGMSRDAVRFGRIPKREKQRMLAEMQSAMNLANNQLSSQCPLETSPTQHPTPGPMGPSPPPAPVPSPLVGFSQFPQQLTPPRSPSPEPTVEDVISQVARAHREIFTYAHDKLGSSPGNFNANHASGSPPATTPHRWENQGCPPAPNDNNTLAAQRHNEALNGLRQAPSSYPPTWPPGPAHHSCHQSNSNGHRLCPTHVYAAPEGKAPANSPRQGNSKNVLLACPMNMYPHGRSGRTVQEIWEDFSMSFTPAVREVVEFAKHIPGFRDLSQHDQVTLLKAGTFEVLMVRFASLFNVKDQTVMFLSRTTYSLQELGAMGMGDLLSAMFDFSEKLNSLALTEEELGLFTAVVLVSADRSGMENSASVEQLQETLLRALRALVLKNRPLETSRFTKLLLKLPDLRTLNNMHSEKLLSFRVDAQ
# UHRF1 MBD2 ctr = blocks human UHRF1 binding to methylated DNA. UHRF1 binding to methylated oligo, TR-FRET. inhibition, % at 4.4 µM. 370,000 compounds, 0.75% hits; in the data active = inhibition above about 21%;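 also: UHRF1 SRA domain binding a hemimethylated CpG hairpin DNA probe; 0% = median of test compound wells and 100% = reference inhibitor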
# LEDGF integ inh = blocks HIV-1 LEDGF/p75-dependent DNA integration; inhibition, % at 3.7 µM; TR-FRET IN-LEDGF/p75 DNA integration, Eu/Cy5; 370,000 compounds, 0.64% hits;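 active = inhibition above the screen-wide mean plus 3 SD, cut at about 13% in these data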;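 also: signal is the Cy5 over europium emission ratio at 671 and 618 nm; 0% = plate median of compound wells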
# PRMT1 FP inh = inhibitors of human PRMT1; recombinant PRMT1, activity-based probe fluorescence polarization; 370,000 compounds, 1.3% hits; AID 652257; inhibition, % at 2.79 µM;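 active = inhibition above about 21% made by adding two undisclosed values, limit read from the data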
# Numbers without * were called inactive; . = not tested or not shown. Only part of the results is shown; the hit share may differ from the screen's.
SMILES,TCR CD3 inh,HTRA1 inh,PG9 Ab binder,MBD2 DNA inh,ABHD4 inh,rCAG binder,NR1D1 modulator,UHRF1 MBD2 ctr,LEDGF integ inh,PRMT1 FP inh
O=C(COC(=O)C1COc2ccccc2O1)Nc1ccc(Cl)cc1 (stereo not given),-2,-1,-1.3,-2,-5,2,1,1,3,-4
O=c1ccc(-c2ccc(S(=O)(=O)Nc3ccc(F)cc3)o2)n[nH]1,15,12,0.7,3,5,5,3,1,1,0
COc1ccc(OCC(O)CNC(=O)Nc2ccc(Cl)cc2)cc1 (stereo not given),6,-4,-3.2,1,-8,1,-6,-2,0,1
COc1ccc(N2CCN(C3CC(=O)N(c4ccc5c(c4)OCCO5)C3=O)CC2)cc1 (stereo not given),3,4,-1.2,-8,4,-7,2,-2,-4,9
CCOC(=O)c1c(S(=O)(=O)Nc2cccc(-c3ccno3)c2)c(C)n(C)c1C,6,-3,0.3,-1,-5,3,2,4,-1,2
Cc1cc(N=Cc2c(O)n(-c3ccc(C)c(C)c3)c(=O)c3ccccc23)no1,2,.,0.8,-3,-7,4,2,-1,2,3
CCOC(=O)c1sc(NC(=O)CSc2nnc(C)s2)c(C(=O)OCC)c1C,1,6,-1.9,-3,-6,3,6,-3,1,-5
COc1ccccc1NC(=O)c1cnc(SC)nc1,-4,-1,-0.5,-1,1,-3,-5,-2,3,-2
CCN(CC)C(=O)Cn1cc(C(=O)C(=O)NCc2cccs2)c2ccccc21,4,1,-1.1,-6,3,-3,4,-2,-2,0
O=C(COC(=O)c1nc(Cl)ccc1Cl)NCc1ccc(Cl)cc1Cl,-6,-2,0.5,-4,-2,-4,-2,-3,1,-1

# Reprinted from the part before: four compounds, followed by the next part.
SMILES,TCR CD3 inh,HTRA1 inh,PG9 Ab binder,MBD2 DNA inh,ABHD4 inh,rCAG binder,NR1D1 modulator,UHRF1 MBD2 ctr,LEDGF integ inh,PRMT1 FP inh
CCOC(=O)c1sc(NC(=O)CSc2nnc(C)s2)c(C(=O)OCC)c1C,1,6,-1.9,-3,-6,3,6,-3,1,-5
COc1ccccc1NC(=O)c1cnc(SC)nc1,-4,-1,-0.5,-1,1,-3,-5,-2,3,-2
CCN(CC)C(=O)Cn1cc(C(=O)C(=O)NCc2cccs2)c2ccccc21,4,1,-1.1,-6,3,-3,4,-2,-2,0
O=C(COC(=O)c1nc(Cl)ccc1Cl)NCc1ccc(Cl)cc1Cl,-6,-2,0.5,-4,-2,-4,-2,-3,1,-1
O=C(O)CCN(Cc1ccccc1)S(=O)(=O)c1ccccc1Cl,-12,2,0.9,7,2,2,0,22*,1,-1
CCOc1ccc(-c2c(C(=O)N/N=C/c3cccnc3)nnn2-c2nonc2N)cc1,-7,1,-0.4,4,1,1,-10,1,-5,1
COCCCn1c(=N)c(C(=O)NCc2ccc3c(c2)OCO3)cc2c(=O)n3cccc(C)c3nc21,3,3,0.7,2,8,1,8,0,0,1
Cc1ccccc1C(=O)N(Cc1cccs1)C1CCS(=O)(=O)C1 (stereo not given),-6,2,2.5,-4,0,-1,1,1,0,0
O=C(NCc1cccnc1)NC1CCCN1S(=O)(=O)c1ccc(Cl)cc1 (stereo not given),7,0,2.1,1,1,0,0,0,-2,0
O=C(Cc1ccc(S(=O)(=O)N2CCOCC2)s1)Nc1cc(C(F)(F)F)ccc1N1CCCC1,-8,-14,-3.6,-2,-6,14,2,0,-2,-2
COc1ccc(NC(=S)Nc2ccc(F)cc2)c(OC)c1,2,-4,-0.7,0,-2,-1,-4,3,-1,0
CN(CC(=O)Nc1ccccc1Br)C(=O)CN1CCN(c2ccccc2Cl)CC1,3,-2,-1.8,-5,-5,-2,1,-2,1,-2
CCCCNC(=O)c1onc(CSc2cccc(C)c2)c1C(=O)O,4,-10,1.3,2,-7,25,-6,-1,0,2
COc1ccc(C(C)=O)cc1COC(=O)c1cnc(C)cn1,0,7,-1.3,3,2,3,-2,17,-3,-1

# UHRF1 MBD2 ctr, entries above that show a hit
mol	TCR CD3 inh	HTRA1 inh	PG9 Ab binder	MBD2 DNA inh	NR1D1 modulator	UHRF1 MBD2 ctr	LEDGF integ inh	PRMT1 FP inh
O=C(O)CCN(Cc1ccccc1)S(=O)(=O)c1ccccc1Cl	-12	2	0.9	7	0	22*	1	-1

# Following part:
SMILES,TCR CD3 inh,HTRA1 inh,PG9 Ab binder,MBD2 DNA inh,ABHD4 inh,rCAG binder,NR1D1 modulator,UHRF1 MBD2 ctr,LEDGF integ inh,PRMT1 FP inh
Cc1ccc(Cn2cc(COC(=O)N(C)Cc3ccccc3)nn2)cc1,.,.,.,4,-3,1,1,-4,-3,1
COC(=O)c1ccc(-c2nc(CN3CCN(C(=O)c4ccco4)CC3)c(C)o2)cc1,6,1,-0.5,0,2,3,-6,1,0,-2
O=C(CSc1nnc(-c2ccc(O)cc2)n1Cc1ccco1)c1ccccc1,-1,-9,0.7,0,3,0,-1,2,-1,2
COC(=O)C1CCN(S(=O)(=O)Cc2ccccc2Cl)CC1,6,5,-1.4,1,1,-4,4,1,1,-1
O=C(COC(=O)Cc1ccccc1[N+](=O)[O-])NCc1ccccc1Cl,-4,-3,-0.8,0,0,2,1,4,4,-3
COc1ccccc1NS(=O)(=O)c1ccc(C(=O)NCC(c2ccc(F)cc2)N2CCOCC2)cc1 (stereo not given),-3,-2,-2.9,-3,-6,2,12,3,0,0
Cc1ccc(NC(=O)c2c(C(F)(F)F)nn(C)c2SCc2cccc(C(F)(F)F)c2)cc1C,-8,-42,0.2,1,-42,2,4,4,4,4
O=C(NCCCN1CCCC1=O)c1c(O)nc2sccn2c1=O,5,2,1.6,-1,-1,4,-5,0,-3,0
CC(C)N(C)CCOC(=O)c1ccc2c(c1)OCCO2,6,-5,0.7,4,4,-1,0,0,-1,-2
O=C(Cc1ccccc1F)Nc1cc(Cl)ccc1N1CCCC1,1,-12,-2.3,3,2,2,-4,-2,0,3
CCOC(=O)c1c(-c2ccccc2)csc1NC(=O)C(C)NCCCN1CCOCC1 (stereo not given),-3,-4,-0.6,3,11,-10,2,1,-2,4
CC(C)CCC1(C)NC(=O)N(CC(=O)Nc2ccc3c(c2)OCCO3)C1=O (stereo not given),2,-5,2.5,-6,2,-2,1,1,0,0
C=CCN(c1ccccc1OC)S(=O)(=O)c1cccc(C(=O)NCc2cccs2)c1,-3,-18,-1.8,3,-1,-4,-5,0,2,-4
CC(C)c1nnc(NC(=O)CCC(=O)N2CCN(c3cccc(Cl)c3)CC2)s1,-6,2,-0.3,3,3,-4,1,-3,-2,1
O=C(NC(=S)NNC(=O)c1ccccc1[N+](=O)[O-])c1ccccc1,15,1,-0.4,-9,6,2,2,-2,-3,13
COc1ccccc1CCc1nnc(CCC(=O)N(C)Cc2cccc3cnccc23)o1,-5,-4,1.3,-2,-5,-5,6,-3,0,-4
COc1ccc(C(=O)NCC(=O)OCC(=O)Nc2ccc(C)c(S(=O)(=O)N(C)C)c2)cc1OC,-3,-1,1.0,-8,-3,7,-4,-2,6,-2
CN(CC(=O)Nc1ccc(S(=O)(=O)N2CCOCC2)cc1)Cc1ccc(F)cc1,-1,1,0.0,-2,-6,-1,-3,1,-2,-6
O=C(COc1cccc2cccnc12)NCC(F)(F)F,7,10,-2.4,1,7,11,5,-2,-2,6
COc1ccc([N+](=O)[O-])cc1N(CC(O)CN(C)C)S(=O)(=O)c1ccccc1 (stereo not given),7,7,-0.5,4,0,-1,-3,-1,1,-6
CN(C)c1cccc(C(=O)OCC(=O)NCc2ccco2)c1,8,2,-1.2,1,7,-2,0,1,-2,2
O=C(NN1C(=O)c2ccccc2NC1c1cccnc1)c1ccccc1 (stereo not given),7,-2,-0.9,2,3,-1,8,-1,-1,0
Cc1ccccc1-c1ccc(CN2CCN(C)C(CCO)C2)cc1 (stereo not given),7,-1,-0.9,1,5,-7,-2,-2,-1,0
O=C(O)c1ccccc1-n1cccc1C(=O)O,-1,.,2.3,4,-3,0,-4,4,0,4
O=C(NCc1ccccc1)N1CCN(c2ccccc2F)CC1,0,8,-3.1,-4,3,0,-1,1,0,-3
O=C1c2cccc3cccc(c23)C(=O)N1c1ccc(O)cc1,10,-1,-1.9,-11,-8,3,1,6,1,-4
CC(=O)OCC1OC(c2ccccc2)C(OC(C)=O)C(OC(C)=O)C1OC(C)=O (stereo not given),1,4,-2.7,1,-2,-5,-2,-4,-3,-3
Cc1ccc(Cn2ccc(NC(=O)c3cc(-c4ccccc4)on3)n2)cc1,1,-5,-2.0,-5,-10,0,-5,4,6,-1
CCOP(=O)(c1ccccc1)c1nc(-c2ccccc2C)oc1NCc1ccccc1 (stereo not given),0,8,-2.6,0,-1,-2,-5,3,3,-2
CC(C)(C)c1cc(-c2ccccc2)n[nH]1,-4,-1,1.2,-5,-7,0,1,5,3,-5
CNC(=S)N(CCc1c(C)[nH]c2ccc(Cl)cc12)Cc1cccnc1,0,6,-1.6,-6,5,-1,-4,-4,6,-2
O=C(CNC(=O)c1ccc2ccccc2c1)NCc1ccc(F)cc1,0,0,1.4,-2,-2,0,4,1,3,-1
CC(C)NC(=O)N(C)C[C@H]1Oc2ccc(NS(=O)(=O)c3ccc(F)cc3)cc2C(=O)N([C@H](C)CO)C[C@@H]1C,-2,-2,-0.6,0,0,-2,8,-2,-1,-1
Cc1ccc(C(=O)O)cc1NC(=O)CN1C(=O)C2C3c4ccccc4C(Br)(c4ccccc43)C2C1=O (stereo not given),8,-2,-0.5,-4,-7,29,-3,-2,4,0
CC(C)/C=C1\CC/C(=C\c2ccc(N(C)C)cc2)C1=O,3,-3,-4.1,-1,-25,-14,3,-4,-1,-6
COc1ccccc1C(CCN(Cc1ccccc1)C(C)=O)c1ccco1 (stereo not given),4,-5,2.2,-4,-7,-6,10,0,-2,2
COc1ccc(N2CCN(C(=O)CSc3nnnn3C3CC3)CC2)cc1,-1,11,0.4,-2,-1,1,-6,2,-3,1
CC(C)C(=O)NCCc1nc(-c2ccccc2Cl)no1,-4,1,1.7,1,-5,1,0,-3,0,3
COc1ccc(CNC2CCC23CCC(C)CC3)cc1OC (stereo not given),.,.,.,2,6,.,-8,-2,-3,-3
COC(=O)Cc1ccc(OC(=O)c2cccc(S(=O)(=O)N3CCN(C)CC3)c2)cc1,-5,-4,2.5,2,2,-6,8,1,0,-1
CCCc1nc(SCC(=O)Nc2nnc(CC)s2)c2c(C)c(C)sc2n1,-1,-2,12*,3,1,0,26*,-3,0,-2
CCOc1ccccc1Nc1nnc(SCC(=O)Nc2cc(C)on2)s1,-4,-13,-5.8,-6,-2,7,-2,4,2,2
CCOCCCN(C)C1CCN(C(=O)c2oc3ccccc3c2NC(=O)c2ccc([N+](=O)[O-])cc2)CC1,-2,4,-0.3,3,-1,-5,-4,1,-5,2
O=C(O)CSc1c2c(nc3cc(C(=O)Nc4ccc(F)c(Cl)c4)ccc13)CCCC2,-9,0,5.0,5,-8,5,6,0,-1,2
Cc1ccc(S(=O)(=O)N2CCCCC2)cc1NC(=O)Cn1c(=O)cnc2ccccc21,3,1,-1.0,5,12,12,-4,0,0,-2
N#Cc1cc(Cl)c(NCC2CCCO2)cc1C#N (stereo not given),-3,0,-0.5,1,1,-4,0,5,-2,0
O=C(Nc1nc(-c2cccc([N+](=O)[O-])c2)cs1)c1cccc([N+](=O)[O-])c1C(=O)O,0,-1,-3.5,-3,5,19,0,-1,2,4
CC(=O)Nc1cc(C(=O)OCC(=O)c2ccc(C)cc2)ccc1C,1,-1,-1.1,-5,-3,-3,3,1,1,-1
COc1ccc(/C=C2/SC(=S)N(CCC(=O)Nc3cccnc3)C2=O)cc1OC,1,-1,-0.4,-2,0,6,-11,-1,-5,-1
